PI4K2A block: PI4K2A (human) kinase inhibition; Q9BTU6; purified PI4K2A, ADP-Glo luminescence, 1 h; hits give low values; activity change, negative = inhibition, % at 76.9 µM; 420,000 compounds, 0.13% hits; AID 1346378; in the data active = activity change below about -50%; inconclusive = mostly about -30% to -49%;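 also: -100% = wells without enzyme as full effect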
Target sequence (Q9BTU6 whole entry, looked up): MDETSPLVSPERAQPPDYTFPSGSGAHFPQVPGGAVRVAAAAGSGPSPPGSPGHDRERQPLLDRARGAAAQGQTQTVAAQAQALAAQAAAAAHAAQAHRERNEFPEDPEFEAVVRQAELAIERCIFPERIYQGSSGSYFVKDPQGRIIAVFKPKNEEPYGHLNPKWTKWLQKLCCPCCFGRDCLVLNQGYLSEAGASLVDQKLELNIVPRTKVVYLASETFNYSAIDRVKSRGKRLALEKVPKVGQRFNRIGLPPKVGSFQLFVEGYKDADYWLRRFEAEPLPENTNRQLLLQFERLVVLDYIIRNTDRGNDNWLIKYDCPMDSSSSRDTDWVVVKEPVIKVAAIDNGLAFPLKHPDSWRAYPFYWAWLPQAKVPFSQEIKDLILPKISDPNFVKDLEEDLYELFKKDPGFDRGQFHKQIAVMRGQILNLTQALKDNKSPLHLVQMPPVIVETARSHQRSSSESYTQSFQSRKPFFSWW
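Compounds are screened against recombinant PI4K2A using PI as substrate and ATP, the latter dispensed at 300 microM. Reactions run one hour at ambient temperature before ADP-Glo detection; full inhibition defined by wells lacking enzyme.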
HP1b binding inh: inhibitors of HP1-beta chromodomain binding to methylated histone tails; AlphaScreen HP1-beta / biotin-H3K9me3 peptide binding; 390,000 compounds, 0.56% hits; P83916; Potency, µM (titrated, usually from 114 µM), without a hit: at the highest dose activity change, negative = inhibition, hits mostly inhibitors; AID 540317; also: potency is read from the fitted curve at half-maximal effect; nearly all actives have a fitted effect of over 70% in size; inactives centre near 23
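HP1-beta protein (50 nM final) preincubated 30 min at room temperature with biotinylated H3(1-18)K9me3 peptide (50 nM) in PBS pH 7.4, 0.01% Tween-20, then compound added for 30 min. AlphaScreen streptavidin donor/nickel chelate acceptor beads (10 ug/mL final), 30 min dark, luminescence read.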
GLS inhibitor: inhibitors of human glutaminase (GLS); GLS enzymatic activity, qHTS titration; Potency, µM (highest dose often 45.5 µM), inactives show at the top dose activity change, negative = inhibition, usual class: inhibitors; 410,000 compounds, 0.21% hits; also: potency is read from the fitted curve at half-maximal effect; % is scaled to controls: 0 for no effect and ±100 for the full control effect
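hKGA in 45 mM KH2PO4 pH 8.2, 0.02% Tween-20 with pin-transferred compounds; 1 mM L-glutamine (stock) plus glutamate oxidase/HRP/Amplex Red coupling added. Fluorescence read initially and after 30 min at RT.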
RGS4 inhibitor: human RGS4 inhibition; P49798; Transcreener GDP fluorescence polarization, RGS4-accelerated GTP hydrolysis; Potency, µM (titrated, usually from 114 µM), for the others: top-dose activity change, negative = inhibition, hits mostly inhibitors; 390,000 compounds, 0.039% hits; AID 504845; also: potency is read from the fitted curve at half-maximal effect; % is scaled to controls: 0 for no effect and ±100 for the full control effect; nearly all actives have a fitted effect of over 75% in size; some results filed as inactive show a strong effect at the top dose
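MLSMR compounds (23 nl, pin-transferred) preincubated 10 min at room temperature with a 500nM (2x) first reagent, then RGS4 at 900nM (2x) plus Transcreener GDP mix added; fluorescence polarization (620/688 nm) read before and after 90 min at 30 °C.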
ALOX12 inh: inhibitors of human 12S-lipoxygenase ALOX12 | P18054 | purified 12hLO, xylenol orange hydroperoxide absorbance | Potency, µM (doses to about 108 µM), inactives show at the top dose activity change, negative = inhibition, usual class: inhibitors | 580,000 compounds, 1.1% hits; also: potency is read from the fitted curve at half-maximal effect; % is scaled to controls: 0 for no effect and ±100 for the full control effect
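Purified human 12hLO (150 nM final) in 25 mM Hepes, 0.01% Triton X-100, pH 7.0 was preincubated 15 min at room temperature with compound. Then 40 uM arachidonic acid was added, 30 min. Hydroperoxide was read by Fe-XO absorbance ratio 573/405 nm.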
BAZ2B block: BAZ2B (human) inhibition. Q9UIF8. AlphaScreen BAZ2B-H3K14Ac peptide displacement. Potency, µM (highest dose often 114 µM), for inactives: at the top dose activity change, negative = inhibition, hits mostly inhibitors. 360,000 compounds, 4.4% hits. AID 504333; also: potency is read from the fitted curve at half-maximal effect; % is scaled to controls: 0 for no effect and ±100 for the full control effect; nearly all actives have a fitted effect of over 60% in size
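BAZ2B 50 nM plus b-H3(5-23)K14Ac 50 nM, PBS pH 7.4/0.01% Tween-20, 30 min RT; compound added (max 110 uM), 30 min RT; streptavidin donor/Ni-chelate acceptor beads 10 ug/mL final, 20 min dark; AlphaScreen read.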
ERG-DNA inh: ERG Ets/DNA interaction inhibition; 370,000 compounds, 0.028% hits; fluorescence polarization, His-ERG Ets domain / labelled DNA; AID 624246; Potency, µM (top dose mostly 76.9 µM), for the others: top-dose FP activity, negative = inhibition, actives largely listed as inhibitors; P11308; active = well fitted inhibition curve with a large enough effect in the polarisation, with a control signal flat; inconclusive = small, poorly fitted or top-dose-only effect, or effect the other way, or a change in a side signal; inactive = no such curve, though single readings can be large or run the other way; the % refers to the polarisation;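 also: polarization taken with two DNA probes labelled with fluorescein and Texas red; potency is read from the fitted curve at half-maximal effect; % of control where 0% means no effect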
Target sequence (P11308 whole entry, looked up, the tested form may be a part): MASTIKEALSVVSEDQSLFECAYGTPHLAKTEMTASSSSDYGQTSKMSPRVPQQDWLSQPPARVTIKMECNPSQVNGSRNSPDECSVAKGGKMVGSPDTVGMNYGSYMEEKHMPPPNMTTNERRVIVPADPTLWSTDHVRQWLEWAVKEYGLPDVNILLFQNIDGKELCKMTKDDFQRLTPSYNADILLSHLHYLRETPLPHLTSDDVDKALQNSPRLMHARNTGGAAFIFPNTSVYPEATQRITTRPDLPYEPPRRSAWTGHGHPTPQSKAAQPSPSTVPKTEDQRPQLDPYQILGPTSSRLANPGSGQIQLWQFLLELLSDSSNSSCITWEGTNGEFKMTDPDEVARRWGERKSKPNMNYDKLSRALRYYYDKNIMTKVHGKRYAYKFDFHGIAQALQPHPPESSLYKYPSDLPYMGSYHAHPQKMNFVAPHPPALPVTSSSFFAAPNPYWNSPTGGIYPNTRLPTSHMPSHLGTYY
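His-tagged ERG Ets domain (1 uM in the protein solution; 300mM KCl, 50mM Tris-HCl, 1mM EDTA, 1mM DTT, pH 7.5) received compound, then a probe mix of 5 nM fluorescein-DNA and 100nM Texas-615-DNA. Fluorescence polarization was read for both dyes.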
G9a block: G9a (human) methyltransferase inhibition | G9a H3K9 monomethylation, AlphaScreen, 2 h | Potency, µM (doses to about 102 µM), without a hit: top-dose activity, negative = inhibition, most hits filed as inhibitors | 350,000 compounds, 8.8% hits | Q96KQ7 | AID 504332; also: potency is read from the fitted curve at half-maximal effect; % is scaled to controls: 0 for no effect and ±100 for the full control effect; nearly all actives have a fitted effect of over 75% in size
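Chemiluminescent proximity detection of H3K9 monomethylation, read after 10 min bead incubation in the dark. Reaction: 20 nM G9a, 500 nM biotin-H3K9 peptide, 20 uM SAM cofactor, 2 h, room temperature, following 15 min enzyme-compound preincubation.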
JMJD2A Tudor: inhibitors of human JMJD2A Tudor domain. O75164. AlphaScreen JMJD2A-Tudor / H3K4me3 peptide binding. Potency, µM (top dose mostly 114 µM), for inactives: top-dose activity change, negative = inhibition, hits mostly inhibitors. 390,000 compounds, 4.4% hits. AID 504339; also: potency is read from the fitted curve at half-maximal effect; % is scaled to controls: 0 for no effect and ±100 for the full control effect; nearly all actives have a fitted effect of over 50% in size
* hit, by the source's call; ? = inconclusive; nt = no result given; [ ] = remark or other dose. Unless noted, calls follow the shape of the dose curve; as a rule, active = well fitted curve in the direction sought with a large enough effect; inconclusive = small, poorly fitted or top-dose-only effect, or another doubt; inactive = no such curve, though single readings can be large; an effect the other way counts as inactive or inconclusive. An excerpt; count on the stated rates, not on these rows.

SMILES	PI4K2A block	HP1b binding inh	GLS inhibitor	RGS4 inhibitor	ALOX12 inh	BAZ2B block	ERG-DNA inh	G9a block	JMJD2A Tudor
Cn1nccc1C(=O)OCC(=O)Nc1cccc(Cl)c1	-0.7	23.6%	-4.1%	-41.4%	?	-3.2%	nt	2.8%[12.7 µM]	2.9%
CCOC(=O)c1c(N)sc(C(O)(C(F)(F)F)C(F)(F)F)c1-c1ccc(Cl)cc1	-4.3	12.4%	-1.3%	9.8%	?	-4.4%	-9.0%	-15.8%	-35.8%
COCCCNC(=O)CC1C[C@H](C(=O)N2CCCCC2)[C@@]2(C)c3[nH]c4ccccc4c3CCN2C1=O (some centres not stated)	2.1	14.5%	2.6%	3.8%	21.5%	nt	-1.3%	nt	-11.6%
O=C1CCCN1CC1CCN(Cc2nc(CC3CC3)no2)CC1	-3.4	19.5%[57 µM]	7.5%	-19.9%	-21.2%	-11.0%	-2.5%	nt	-6.6%
CC(=O)Nc1ccc(SCC(=O)Nc2cc(C(C)(C)C)nn2-c2ccccc2)cc1	-2.0	9.7%	1.0%	2.3%	-4.7%	?	1.2%	-50.2%[59 µM]	-19.1%
Cc1cc(C(=O)OCC(=O)Nc2ccc(S(N)(=O)=O)cc2)c2ccccc2n1	-7.4	30.6%	2.9%	-0.2%	-4.7%	-16.4%	7.1%	-41.2%	?
O=C(Cc1cccc(NC(=O)C2CCCN(C(=O)C3CCC3)C2)c1)Nc1cccc(C(=O)N2CCOCC2)c1 (configuration not stated)	-0.7	55.5%[activator]	1.5%	-3.6%	-5.1%	nt	4.7%	nt	-2.2%
Cc1ccccc1N/C(SCc1cccc(Br)c1)=C(/C#N)C(N)=O	0.3	7.5%	0.2%	-9.1%	-8.6%	-15.2%	-2.6%	-2.7%[59 µM]	7.0%
COc1ccc(Nc2ncnc3c2cnn3-c2ccc(C)cc2)cc1Cl	-3.6	46.7%[activator]	0.3%	-18.0%	?	2.7%	-2.6%	-0.1%[59 µM]	0.3%
CCNS(=O)(=O)c1ccc(CCC(=O)NCc2cccnc2)cc1	-1.1	44.9%[activator]	0.6%	2.8%	3.9%	-9.2%	-1.3%	-8.2%	4.1%
CC1CCN(CCOCCOc2ccccc2-c2ccccc2)CC1	-5.3	?	0.0%	-33.6%	-13.8%	?	-16.5%	28.2µM*	3.16µM*
Cc1ccc(OCc2cc(C(=O)N3CCN(CC(=O)NC(C)C)CC3)no2)cn1	-0.7	10.1%	5.3%	-26.4%[56.9 µM]	0.0%	1.4%	-8.4%	19.6%	-21.6%
CSCc1ccc(C(=O)Nc2cc(C)cc(C)c2)cc1	-3.6	13.4%	-6.1%	-17.3%	-28.9%	-31.5%	-1.5%	-5.1%[59 µM]	-8.4%
Cc1ccccc1CNC(=O)Cn1c(=O)c2cccn2c2cccnc21	-5.5	-0.8%	-5.6%	?	-24.0%	-9.9%	-2.9%	-10.8%[59 µM]	-30.8%
CSc1ccc(NC(=O)Nc2cccn(Cc3ccccc3)c2=O)cc1	16.7	-9.8%	-5.6%	-23.8%	-21.5%	-20.1%	2.3%	7.6%	?
CCc1ccccc1NC(=O)CC(C)n1nc(C)cc1C (configuration not stated)	-0.9	51.2%[activator]	-2.0%	-12.5%	-2.6%	-2.8%	-11.1%	3.5%[59 µM]	-11.0%
CC(C)n1c(=O)c2oc3ccccc3c2n(CC(=O)Nc2ccccc2Cl)c1=O	-3.7	40.6%[activator]	-9.8%	-1.8%	-9.2%	-2.6%	-6.0%	2.6%[59 µM]	8.4%
N#CC(C#N)=C1CCc2ccccc2N1	-5.2	57.2%[activator]	-1.8%	-14.5%[56.9 µM]	-2.3%	-18.7%	4.0%	5.9%[59 µM]	-6.1%[57.1 µM]
O=C(NCc1ccccc1Cl)c1nnc(Cc2ccc(Cl)cc2)o1	-0.1	39.3%[activator]	0.7%	-1.7%	6.2%	0.1%	-2.4%	11.5%[59 µM]	-1.7%
Cc1nn(-c2ccccc2)c2sc(C(=O)NNC(=O)COc3cccc4ccccc34)cc12	1.2	21.1%	7.9%	1.3%	2.1%	-0.3%	1.3%	-0.8%	-14.9%
COc1ccc(N(C)S(=O)(=O)c2c(C)[nH]c(=O)[nH]c2=O)c(OC)c1	1.7	17.2%	-16.4%	-4.5%	0.0%	-3.5%	6.7%	1.1%	-9.0%
CC(=O)Nc1ccc(S(=O)(=O)N2CCSC2c2ccccc2)cc1 (configuration not stated)	6.2	48.5%	0.8%	8.7%	13.3%	12.4%	6.1%	-0.4%[12.7 µM]	5.6%
OC[C@@H]1[C@@H](c2ccc(F)cc2)C(c2ccccc2)=NN1c1ccccc1	-1.7	240.4%[activator]	16.8%	-13.2%	-22.8%	nt	7.4%	257.7%[activator]	115.2%[activator]
CCOCCCN(C(=O)CNC(=O)c1ccco1)C(C(=O)NC1CCCC1)c1ccccc1C (configuration not stated)	-5.2	31.6%	-1.3%	27.4%	?	2.5%	0.7%	25.8%	-0.3%
COc1ccc(OC)c(NC(=O)CSc2ncccc2C(=O)O)c1	-6.1	14.7%	7.9%	31.6%[11.4 µM]	0.0%	-11.0%	-22.3%	-43.4%[12.7 µM]	-16.5%[57.1 µM]
COc1ccc(S(=O)(=O)CCC(=O)N2CCN(c3cccc(Cl)c3)CC2)cc1	-1.1	17.2%	-1.3%	4.0%	-18.1%	-26.6%	2.7%	18.8%	-5.6%
Cc1cc(C)n(CC(C)NC(=O)CCc2nnc(CCc3ccccc3)o2)n1 (configuration not stated)	4.3	26.3%[57 µM]	0.0%	18.9%	-8.1%	6.3%	-8.3%	nt	-5.2%
Nc1ncc(N=Nc2cc(C(=O)O)ccc2Cl)s1	-10.9	?	-23.2%	-33.8%	?	89.1µM*	-3.4%	-131.7%[59 µM]	?
CCOc1ccc(C2CC(c3ccc(F)cc3)Nc3nc(N)nn32)cc1 (configuration not stated)	-1.9	29.4%	14.9%	4.5%	356.7%[activator]	5.4%	0.3%	10.9%	-23.2%
COc1cc(/C=C(/NC(C)=O)C(=O)O)cc(Cl)c1OCc1ccc(Br)cc1	-25.9	13.1%	19.1%	15.3%	43.5%[activator]	-34.7%	1.9%	-6.0%[59 µM]	-13.3%

A few values from above.
Result of OC[C@@H]1[C@@H](c2ccc(F)cc2)C(c2ccccc2)=NN1c1ccccc1 under JMJD2A Tudor: 115.2%[activator]
Result of CCNS(=O)(=O)c1ccc(CCC(=O)NCc2cccnc2)cc1 under ALOX12 inh: 3.9%

The list goes on:
SMILES	PI4K2A block	HP1b binding inh	GLS inhibitor	RGS4 inhibitor	ALOX12 inh	BAZ2B block	ERG-DNA inh	G9a block	JMJD2A Tudor
Cc1cc(C(C)(C)C)cc(C)c1S(=O)(=O)N1CC(=O)Nc2ccccc21	-2.1	2.2%	-2.7%	3.4%	?	-23.7%	15.0%	?	-28.4%
COC(=O)c1ccc(C2c3c(oc4ccccc4c3=O)C(=O)N2c2nc(C)c(C(=O)OC)s2)cc1 (configuration not stated)	0.9	9.8%	9.1%	16.7%	?	-11.5%	6.2%	?	-18.2%
CC(=O)Nc1nnc(SCc2ccccc2F)s1	-2.1	36.0%	-2.4%	-10.0%	2.8%	5.5%	-15.1%	9.7%[59 µM]	2.2%
COc1ccccc1CNC(=O)c1cccn1-c1nnc(N2CCCCC2)s1	-2.0	-3.6%	-10.9%	8.4%	-28.0%	?	4.6%	-26.2%[59 µM]	-8.1%
CCOC(=O)c1c(C)n(C)c2ccc(OCC(O)Cn3nc(C)c(Br)c3C)cc12 (configuration not stated)	-1.0	-2.6%	-4.5%	-14.1%	0.0%	5.6%	4.0%	-12.7%[59 µM]	?
O=c1oc2cc(O)ccc2cc1-c1nc(-c2ccc(Cl)c(Cl)c2)cs1	-3.1	23.6%	6.8%	36.1%	-15.6%	-1.9%	-4.7%	1.7%[59 µM]	-28.7%
Nc1nonc1-c1nc2ccccc2n1Cc1ccc(Cl)cc1	0.7	19.3%	9.3%	10.4%	?	9.4%	-3.2%	-12.0%[59 µM]	1.4%
CCN(CCn1cccn1)C(=O)CC1C(=O)NCCN1Cc1cccc(OC)c1OC (configuration not stated)	-1.8	50.7%[activator]	-1.3%	-26.4%	0.6%	-2.2%	-0.9%	nt	-5.5%
O=C(Nc1ccc(O)cc1)c1ccc(C(=O)c2ccccc2)o1	9.2	28.7%	14.5%	-31.3%	-31.4%	-7.1%	-18.8%	5.7%[12.7 µM]	-9.5%
CCOc1ccc(NC(=O)CN2C(=O)COc3ccc(S(=O)(=O)NC4CCCC4)cc32)cc1	-1.2	11.8%	3.1%	14.5%	?	2.4%	-1.4%	2.2%[59 µM]	-16.5%
CCC(=O)N1CCc2cc(Br)c(S(=O)(=O)CCC(=O)NCCOC)cc21	-4.3	29.7%	-25.4%	2.4%	4.7%	nt	-11.4%	nt	-6.9%
CCC(C)(C)c1ccc(OCC(=O)N(C)C)c(C(C)(C)CC)c1	1.7	78.1%[activator]	-23.0%	-17.7%	-1.6%	6.4%	8.6%	90.0%[activator]	32.3%
CCN(CC)c1ccc(-n2c(C)c(C(C)=O)c(C(C)=O)c2C)cc1	6.0	?	34.5%[activator]	-8.6%	1.5%	nt	-0.9%	?	89.1µM*
